Compound activity from PubChem BioAssay.
M1 PAM: positive allosteric modulators of human M1 muscarinic receptor | 360,000 compounds, 0.088% hits | CHO-K1 hM1, Fluo-8 calcium fluorescence, ACh EC20; 0% = ACh EC20, 100% = maximal ACh | activation, % at 3 µM | P11229 | AID 588819; in the data active means activation above about 19%, passing the limit was not always enough
Target sequence (P11229 whole entry, looked up): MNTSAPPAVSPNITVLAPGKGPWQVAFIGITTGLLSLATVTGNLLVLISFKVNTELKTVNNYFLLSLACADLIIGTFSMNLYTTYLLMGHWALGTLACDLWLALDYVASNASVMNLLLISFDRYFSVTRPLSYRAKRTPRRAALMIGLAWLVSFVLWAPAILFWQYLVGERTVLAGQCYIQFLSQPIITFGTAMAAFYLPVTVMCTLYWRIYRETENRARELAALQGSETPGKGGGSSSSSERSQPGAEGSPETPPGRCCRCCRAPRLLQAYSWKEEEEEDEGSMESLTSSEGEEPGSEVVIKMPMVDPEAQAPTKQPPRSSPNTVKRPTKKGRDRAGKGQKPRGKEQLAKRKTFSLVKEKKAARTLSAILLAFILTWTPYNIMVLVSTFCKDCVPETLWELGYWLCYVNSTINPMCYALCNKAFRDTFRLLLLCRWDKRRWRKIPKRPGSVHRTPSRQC
CRFR2-BP ag: agonists of human CRF-binding protein/CRF-R2 receptor complex. HEK293 CRF-R2/CRF-BP, calcium dye fluorescence (FLIPR); percent of saturating CRF peptide response. AID 588473. 350,000 compounds, 0.46% hits. activation, % at 13.2 µM;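 active means activation of at least 50%, plus an integration ratio under a set limit after plate pattern correction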;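 further: plate controls were neutral control wells without compound for no effect and CRF at EC100 for full effect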
CHRM5 antagonist: blocks acetylcholine activation of human M5 receptor; P08912; inhibition, % at 3 µM; AID 624040; 360,000 compounds, 0.59% hits; CHO-hM5 cells, Fluo-8 calcium fluorescence, ACh EC80;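 active means inhibition above a per-plate cutoff, the mean of that plate's test compounds plus 3 SD, cut at about 27% in these data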;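 further: 0% = acetylcholine EC80 with DMSO and 100% = DMSO without agonist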
Target sequence (P08912 whole entry, looked up): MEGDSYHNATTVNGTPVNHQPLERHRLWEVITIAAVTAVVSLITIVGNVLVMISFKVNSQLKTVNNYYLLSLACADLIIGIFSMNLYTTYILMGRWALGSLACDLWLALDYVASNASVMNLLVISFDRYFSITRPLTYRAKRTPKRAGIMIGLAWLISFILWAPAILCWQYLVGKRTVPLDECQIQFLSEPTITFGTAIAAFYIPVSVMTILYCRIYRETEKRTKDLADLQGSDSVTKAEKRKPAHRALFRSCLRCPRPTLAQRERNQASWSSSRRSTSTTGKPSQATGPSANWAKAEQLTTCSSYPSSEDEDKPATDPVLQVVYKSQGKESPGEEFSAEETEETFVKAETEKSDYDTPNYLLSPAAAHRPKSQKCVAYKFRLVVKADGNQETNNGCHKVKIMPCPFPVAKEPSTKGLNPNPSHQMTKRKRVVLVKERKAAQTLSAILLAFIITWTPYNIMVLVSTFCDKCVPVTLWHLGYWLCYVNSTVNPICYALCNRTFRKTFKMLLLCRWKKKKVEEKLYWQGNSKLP
CRFBP-R2 block: antagonists of CRF-binding protein/CRF-R2 receptor complex; HEK293 CRF-R2/CRF-BP, CRF-induced calcium fluorescence; inhibition, % at 11.8 µM; 350,000 compounds, 0.59% hits; AID 588475;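 active means inhibition of the ligand-induced calcium signal above about 50% at the single tested concentration, limit read from the data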
M5 PAM: potentiates acetylcholine response at human M5 receptor; CHO-K1 hM5, Fluo-8 calcium, ACh EC20 PAM; 0% = ACh EC20, 100% = ACh EC100; AID 624038; activation, % at 3 µM; P08912; 360,000 compounds, 0.3% hits;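 active means activation above the run cutoff, the mean activation of all test compounds plus 3 SD, cut at about 18% in these data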
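Assay system: CHO-K1 hM5 cells. Also added: acetylcholine at EC20 concentration, added after compound. Dosing: 3 µM, single dose. Times: compound preincubation 140 s before EC20 acetylcholine addition. Signal: Fluo-8 calcium fluorescence. Measure: % activation relative to EC20 and EC100 ACh responses. Repeats: singlicate, one well per test compound.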
CHRM4 PAM: potentiates acetylcholine response at human M4 receptor. P08173. CHO-K1 hM4/Gqi5, Fluo-8 calcium fluorescence, ACh EC20; 0% = ACh EC20, 100% = maximal ACh. activation, % at 3 µM. 360,000 compounds, 0.4% hits;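 active means activation above its plate's cutoff, the mean activation of sample wells plus 3 SD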; further: some results filed as inactive read as strong as hits
M4 antag: blocks acetylcholine activation of human M4 receptor | inhibition, % at 3 µM | AID 624125 | 360,000 compounds, 0.73% hits | CHO-hM4 cells, ACh EC80, Fluo-8 calcium fluorescence | P08173;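 active means inhibition above its plate's cutoff, the mean inhibition of sample wells plus 3 SD, cut at about 27% in these data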;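 further: 0% = acetylcholine EC80 with DMSO and 100% = DMSO without agonist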
CHRM5 agonist: agonists of human muscarinic M5 receptor (CHRM5). activation, % at 3 µM. P08912. CHO-K1 hM5 cells, Fluo-8 calcium fluorescence; 0% DMSO wells, 100% maximal acetylcholine response. 360,000 compounds, 0.19% hits;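 active means activation above the run's mean over test compounds plus 3 SD, cut at about 23% in these data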;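 further: signal is peak over basal fluorescence ratio across the kinetic read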
M4 ag: agonists of human muscarinic M4 receptor (CHRM4) | P08173 | CHO-K1 hM4/Gqi5, Fluo-8 calcium fluorescence; vehicle 0%, full acetylcholine response 100% | activation, % at 3 µM | 360,000 compounds, 0.14% hits;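 active means activation above the run mean over all test wells plus 3 SD, cut at about 32% in these data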;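 further: peak over basal fluorescence ratio per well then scaled between controls; 0% = DMSO wells and 100% = acetylcholine at EC100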
* hit, by the source's call; · = no result given. Rows are unselected (roughly 2.6% active in at least one column).

SMILES	M1 PAM	CRFR2-BP ag	CHRM5 antagonist	CRFBP-R2 block	M5 PAM	CHRM4 PAM	M4 antag	CHRM5 agonist	M4 ag
C=CCn1c2ccccc2c(=O)c2cc(C#Cc3cc(OC)cc(OC)c3)ccc21	9	3.8	11	0	-5	-2	-1	-2	1
COc1ccc(NC(=O)c2cc(S(=O)(=O)N3CCCCC3)c[nH]2)c(OC)c1	0	-4.0	4	2	-8	-2	0	2	1
Cn1ccnc1C(=O)c1cccc([N+](=O)[O-])c1	3	-1.3	-1	-9	5	1	16	-2	0
COc1ccc(Nc2ccc3c(c2)=NC2(CCCCC2)[N+]=3[O-])cc1	2	-4.8	-1	21	1	-6	2	-5	3
C=Cn1cc[n+](CC(=O)c2ccc(-c3ccccc3)cc2)c1	-7	-1.4	-4	13	5	-2	3	-8	0
CSCCC(c1nc2ccccc2[nH]1)n1c(=O)c(-c2cc3ccccc3[nH]2)nc2ccccc21 (stereo not given)	·	·	8	·	-4	4	-13	-1	1
Cc1ccc2oc3c(c(=O)c2c1)C(c1cccc(Cl)c1)N(CCCN1CCOCC1)C3=O (stereo not given)	3	1.4	-3	-5	1	5	-10	2	2
Cc1cc(C)cc(Oc2coc3c(CN(C)C)c(O)ccc3c2=O)c1	-9	-1.1	4	7	0	-2	14	-1	0
COC(=O)c1ccc(NC(=O)c2ccc3c(c2)C(=O)N(Cc2cccnc2)C3=O)cc1	7	6.9	-7	-1	3	10	-4	1	3
Cc1ccc2oc(=O)n(CCOc3ccccc3Cl)c2c1	-3	8.2	-1	11	-4	-1	-20	-5	-1
CN(C1CCCCC1)S(=O)(=O)c1ccc2c(c1)c(=O)c(C(=O)N1CCc3ccccc3C1)cn2C	1	-0.1	7	-2	-3	20	0	-1	2
CCc1nnc(NC(=O)CSc2ncc(-c3ccccc3)[nH]2)s1	-1	-0.5	-1	1	-3	-10	18	0	0
CCOc1ccc(CSc2nc(C)cc(COC)c2C#N)cc1OCC	-2	0.9	13	6	-7	0	-1	-5	-1
Cc1cc(C(=O)CSc2nnc(Nc3ccccc3)s2)c(C)n1CC1CCCO1 (stereo not given)	-4	0.1	8	-7	-26	-11	-5	-5	7
O=C(/C=C/c1ccc(Cl)cc1)N1CCN(c2ccc([N+](=O)[O-])c(N3CCOCC3)c2)CC1	-7	-1.0	-1	28	-6	-5	6	-1	3
CSCCC(NS(=O)(=O)c1ccccc1)C(=O)OCc1nc2ccsc2c(=O)[nH]1 (stereo not given)	6	4.2	3	-10	-3	3	2	-2	0
COc1ccc2[nH]c(=O)c(CN(Cc3cccs3)C(=S)Nc3cccc(C)c3)cc2c1	10	2.1	5	-99	-1	6	0	-3	2
Cc1ccc(/C=C/C(=O)c2c(C)nc3ccccn23)cc1	-1	0.4	2	2	-10	-7	8	-1	6
COc1cc(O)c(C(CCN2CCCC(C)C2)c2ccc3c(c2)OCO3)c(OC)c1 (stereo not given)	1	5.6	5	-16	2	-4	4	-11	3
O=C(NCCCN1CCOCC1)NC12CC3CC(CC(C3)C1)C2	9	0.0	-2	1	3	14	10	-5	1
Cn1c(=O)[nH]c(=O)c2c1nc(CN(Cc1ccccc1)Cc1ccccc1)n2CCN1CCOCC1	-1	-0.8	-5	-49	2	10	5	3	0
Cc1ccc(-n2c(=O)c3c(n4cnnc24)-c2ccccc2CC32CCCCC2)cc1	3	-0.4	-1	-22	-2	11	-13	0	1
O=C(CCSc1nc2ccccc2o1)N1CCOCC1	12	4.5	-3	-42	4	8	8	-4	1
COc1cccc(NC(=O)CN(C)C(=O)CN2C(=O)NC(C)(c3ccc4ccccc4c3)C2=O)c1 (stereo not given)	12	-0.1	-7	-15	8	4	0	-1	3
CCN(CC(=O)NCc1cccs1)c1ccc(S(=O)(=O)N2CCOCC2)cn1	7	3.1	-1	-4	-3	3	-9	-1	3
Further structures follow.
SMILES	M1 PAM	CRFR2-BP ag	CHRM5 antagonist	CRFBP-R2 block	M5 PAM	CHRM4 PAM	M4 antag	CHRM5 agonist	M4 ag
O=C(NCC1CCCO1)/C(=C\c1ccccc1)NC(=O)c1ccccc1 (stereo not given)	10	-4.5	0	20	5	1	0	2	2
COc1ccccc1CNC(=O)COC(=O)Cn1cnc2c1c(=O)n(C)c(=O)n2C	7	-0.8	3	4	2	4	-1	-2	1
CC#CC(=O)NCC1(N(C)Cc2ccccc2)Cc2ccccc2C1	1	0.6	7	1	3	-4	7	-5	0
O=C1NCCCc2c1oc1cc(Br)c(O)c(Br)c21	1	-2.0	1	-2	-4	-5	5	1	0
CCCCCCCCC1CC(C(=O)Nc2ccccc2)C(=O)O1 (stereo not given)	-10	2.8	9	-12	-13	-22	-9	-5	5
Cc1ccccc1C(=O)Nc1ccc(Cl)cn1	9	1.1	1	8	-1	-2	8	1	0
NS(=O)(=O)c1cc2c(cc1Cl)NC(Cc1ccccc1)NS2(=O)=O (stereo not given)	8	-1.0	3	-17	0	-1	8	0	0
CCC(C)c1ccc(-n2c(=O)c3ccccc3n3c(=S)[nH]nc23)cc1 (stereo not given)	11	-0.5	-1	-8	5	1	2	-1	0
CCOc1ccc(OCCSc2nc3ccccc3c(=O)[nH]2)cc1	-9	-3.8	6	-24	-2	4	11	-3	-1
CCCCNc1nc(-c2ccccc2)nc(-n2ccnc2)n1	2	-0.1	0	-14	-2	-6	-4	-2	1
CCCN1CCN(CCCNC(=S)Nc2ccc(OC)cc2)CC1	-4	-2.9	6	1	-4	8	1	-2	1
O=C(N/N=C/c1ccoc1)c1ccccc1O	-7	-1.7	5	26	-8	1	-6	-2	2
CCCN1Cc2cccc(C(=O)Nc3ccc(C)cc3)c2C1=O	-1	-0.3	6	-3	0	-3	6	-1	2
COc1ccc(NC(=O)Nc2ccc(OC)c(OC)c2)c([N+](=O)[O-])c1	-2	-0.7	6	13	-8	-6	21	0	1
CCOc1ncccc1C(=O)Nc1nc(SC)ns1	15	-3.7	-6	0	4	11	-8	0	2
O=C(OCC(=O)c1ccc[nH]1)c1ccc2ccccc2n1	2	-0.8	-4	8	2	-2	-6	0	1
CC1CCCC(C)N1C(=O)COC(=O)c1ccccc1O (stereo not given)	18	0.4	13	-9	1	7	-15	-1	2
CCCC(C(=O)Nc1ccncc1)c1ccccc1 (stereo not given)	4	6.5	-1	-9	-6	1	-12	3	4
COC(=O)c1ccc(NC(C)=O)o1	7	2.8	-16	9	-4	9	-1	-3	1
O=C(Nc1ccc(NC(=S)NC(=O)c2ccccc2F)cc1)c1cccs1	1	-1.3	0	-19	-14	-10	-11	4	11
Cc1nc(/C(N)=N/OC(=O)Cc2ccccc2)no1	1	0.0	6	11	-5	4	-3	0	1
COc1ccc(-c2cc(-c3ccccc3)c(C#N)c(S(C)=O)n2)cc1 (stereo not given)	0	-0.3	12	40	-21	-6	16	-9	3
COc1ccccc1-c1cnc(C(O)c2ccc(F)c(F)c2)[nH]1 (stereo not given)	7	·	3	·	3	0	7	1	3
COc1ccccc1CNC(=O)CSc1nc(-c2ccccc2)cn1N	-3	0.9	-2	-3	-11	2	-1	-4	1
COc1cccc(CN(C(=O)Cc2c[nH]c3ccccc23)C(C(=O)NC2CCCCC2)c2ccc(C)o2)c1 (stereo not given)	-5	-2.3	19	46	-11	-8	-3	-2	3

Given in CSV form: entries from further up
SMILES,M1 PAM,CRFR2-BP ag,CHRM5 antagonist,CRFBP-R2 block,M5 PAM,CHRM4 PAM,M4 antag,CHRM5 agonist,M4 ag
NS(=O)(=O)c1cc2c(cc1Cl)NC(Cc1ccccc1)NS2(=O)=O (stereo not given),8,-1.0,3,-17,0,-1,8,0,0
O=C(Nc1ccc(NC(=S)NC(=O)c2ccccc2F)cc1)c1cccs1,1,-1.3,0,-19,-14,-10,-11,4,11
O=C(NCC1CCCO1)/C(=C\c1ccccc1)NC(=O)c1ccccc1 (stereo not given),10,-4.5,0,20,5,1,0,2,2
COc1ccccc1CNC(=O)CSc1nc(-c2ccccc2)cn1N,-3,0.9,-2,-3,-11,2,-1,-4,1
CCC(C)c1ccc(-n2c(=O)c3ccccc3n3c(=S)[nH]nc23)cc1 (stereo not given),11,-0.5,-1,-8,5,1,2,-1,0

More structures.
SMILES	M1 PAM	CRFR2-BP ag	CHRM5 antagonist	CRFBP-R2 block	M5 PAM	CHRM4 PAM	M4 antag	CHRM5 agonist	M4 ag
O=C(COC(=O)CNC(=O)C1CCCCC1)Nc1cc(C(F)(F)F)ccc1Cl	-2	-0.9	12	-10	-9	6	-8	0	3
O=C(N/N=C/c1ccc2c(c1)OCO2)/C(=C/c1ccc2c(c1)OCO2)NC(=O)c1ccccc1	6	1.6	0	10	-6	12	-11	-3	0
CCCOc1ccc(S(=O)(=O)n2cc(F)c(=O)[nH]c2=O)cc1	17	-2.4	10	10	6	2	-3	3	1
S=C(NCCc1ccccc1)Nc1ccc(N2CCCCC2)cc1	8	-2.1	17	4	-4	-2	-5	-5	2
COc1cc([N+](=O)[O-])ccc1NC(=O)CSc1ccccn1	3	·	7	·	13	2	-4	-2	0
O=C(CCc1ccc(S(=O)(=O)NCc2ccccc2)cc1)NCC1CCCO1 (stereo not given)	5	1.7	1	-14	0	7	4	-2	1
Cc1ccc(NC(=O)CCN2C(=O)c3ccccc3S2(=O)=O)cc1C	-2	1.1	3	-18	-5	1	-8	-2	11
O=C(O)c1ccc(CSc2nnc(-c3ccncc3)n2CC2CCCO2)cc1 (stereo not given)	13	0.4	-4	-5	-1	3	-3	-1	0
Cc1cc(=O)[nH]c(SCC(=O)Nc2nc(-c3ccccc3)cs2)n1	2	-2.9	11	5	4	7	-11	3	5
COc1ccc(CNC(=O)CN2CCN(S(=O)(=O)c3ccccc3)CC2)cc1	-8	-1.3	-5	2	0	6	-10	1	2
COc1ccc(NC(=O)CSc2ccc3nnc(CCNC(=O)c4ccccc4)n3n2)cc1	3	0.5	13	-7	-6	-3	4	-3	0
O=C(CSc1nnc2ccccn12)Nc1ccccc1C(=O)NC1CC1	3	-0.9	7	4	-2	7	0	-1	0
Cc1ccc(OCC(=O)Nc2cccc3ccccc23)c([N+](=O)[O-])n1	10	-2.2	-3	-6	-3	14	-1	0	3
NNS(=O)(=O)c1ccc(N2CCCC2=O)c([N+](=O)[O-])c1	14	0.0	-10	-7	13	2	-13	0	1
Cc1n[nH]c2c([N+](=O)[O-])c(=O)[nH]c(=O)n12	1	1.2	0	0	5	0	-1	4	1
Cc1ccc(-c2noc(C3CCCN(C(=O)c4c(F)cccc4F)C3)n2)cc1 (stereo not given)	-9	-0.9	2	4	-10	3	-1	4	12
O=C(Nc1ccc(Cl)cc1)NN1CC(=O)N(c2cccc(C(F)(F)F)c2)CC1=O	-2	0.1	12	3	-18	-21	-5	0	14
COc1cc(NC(=O)c2cccc(C)c2)ccc1NC(=O)c1cc2ccccc2o1	6	-1.7	1	8	-3	-5	7	1	0
C=CCN1C(=O)C(CC(=O)O)SC1=Nc1ccc(C)cc1 (stereo not given)	8	-0.6	1	12	5	0	-6	-2	0
CC(C)(C)NCCOCCOc1ccc(Cl)cc1C(C)(C)C	6	-2.0	-2	-14	1	5	-8	-3	3
CCCC[C@@H]1C=C(C(=O)O)[C@H](c2ccc(C#N)cc2)N1S(=O)(=O)c1ccc(C)cc1	5	1.4	-11	1	-2	13	-28	3	0
COc1cccc(Cn2cc(C)cc(NC(=O)NCc3ccccc3)c2=O)c1	6	-0.2	5	-4	0	-6	7	-2	0
CCCCn1c(N)c(N(CCC(C)C)C(=O)COC(=O)c2sccc2C)c(=O)[nH]c1=O	9	0.4	-1	-2	2	8	1	-1	0
O=C(NN1C(=O)c2ccccc2C1=O)c1ccccc1[N+](=O)[O-]	8	0.6	7	-2	-1	7	2	0	3
